L929 necroptosis: blocks zVAD induced death of L929 cells. L929 zVAD necroptosis rescue, ATP luminescence, 24 h; with zVAD 60 µM. AID 1377. actives 0.38% (n = 220,000). viability rescue, % at 10 µM;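 active = activation, scaled between plate controls, above about 75%, limit read from the data; inactive = activation under that limit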;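 also: 0% = zVAD with DMSO and 100% = DMSO alone without zVAD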
Hck-Nef inh: human Hck-Nef kinase inhibition. Recombinant Hck-YEEI plus Nef, Z-Lyte FRET kinase assay. inhibition, % at 20 µM. actives 0.68% (n = 220,000);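 active = Hck-Nef kinase inhibition above about 50%, limit read from the data; inactive = inhibition below that limit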;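 also: 0% = DMSO with Hck plus Nef and 100% = Hck alone without Nef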
TNF death inh: TNF-alpha cell death inhibition in Jurkat FADD-/- cells; Jurkat FADD-/- TNF necroptosis rescue, ATP luminescence, 24 h; 0 = TNF only, 100 = no-TNF cells; activation (protection from cell death), % at 10 µM; actives 0.068% (n = 220,000); AID 463075;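 active = activation, meaning protection from cell death, of at least 50% relative to plate controls; inactive = activation below 50%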;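 also: necroptosis triggered by 40 ng/mL TNF-alpha added together with compound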
Thrombin inh: inhibitors of human thrombin | inhibition, % at 5 µM | P00734 | alpha-thrombin, Boc-VPR-AMC fluorogenic substrate cleavage | actives 0.26% (n = 220,000);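 active = inhibition at or above 40%; inactive = inhibition below 40%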;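 also: 0% = enzyme with no compound and 100% = wells without enzyme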
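Material: human alpha-thrombin protein; Also added: Boc-VPR-AMC substrate, 15 µM final; Timing: enzyme reaction carried out at room temperature; Signal: fluorescence, ex 355 nm, em 460 nm; Measure: % inhibition of thrombin; Controls: enzyme without compound as high, wells lacking enzyme as low.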
Rad51 HR inh: Rad51 (human) homologous recombination inhibition; Q06609; inhibition, % at 10 µM; actives 0.085% (n = 200,000); hRad51 DNA strand exchange, fluorescence dequenching;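 active = inhibition above 40% at the single screening dose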;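 also: 0% = DMSO control wells and 100% = blanks with heterologous ssDNA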
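Material: hRad51 filaments on single-stranded DNA; Reagent: Donor/quencher-labelled 47-bp dsDNA substrate; Compound: 10 µM final, single point; Schedule: 37 °C 15-min filament assembly, 30-min compound preincubation, 15-min exchange; Technique: FRET fluorescence, excitation 485 nm, emission 520 nm; Benchmarks: control wells and blank wells on each plate.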
KLK5 inh: kallikrein 5 (human) inhibition; recombinant hK5, fluorogenic AMC substrate cleavage; Q9Y337; actives 0.59% (n = 210,000); inhibition, % at 5 µM;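 active = inhibition of 40% or more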;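 also: 0% = enzyme controls without compound and 100% = no-enzyme blanks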
FXIa inh 1536: blocks human coagulation factor XIa protease activity; inhibition, % at 5 µM; actives 0.14% (n = 220,000); purified FXIa, Boc-Glu-Ala-Arg-AMC fluorogenic substrate; P03951;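 active = inhibition of at least 40%; inactive = inhibition below 40%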;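 also: fluorescence of freed AMC excited at 355 nm; 0% = enzyme without compound and 100% = no enzyme blank; many of its hits are not listed in these tables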
FXIIa inh 1536: inhibitors of human coagulation factor XIIa; P00748; purified FXIIa, Boc-QGR-AMC fluorogenic substrate, 2 h; inhibition, % at 5 µM; actives 0.3% (n = 220,000); AID 800; in the data active = inhibition above about 40%;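 also: 0% = enzyme with no compound and 100% = blank without enzyme; many of its hits are not listed in these tables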
Cl transport mod: KCC2 (human) Cl- transport modulation; Q9H2X9; KCC2 cells, thallium flux FluoZin-2 fluorescence; B-score of Tl+ flux slope (higher = more flux/activation; lower = inhibition) at 10 µM; actives 2.2% (n = 190,000);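 active = thallium flux slope and its plate-corrected score both differing from the plate sample mean at a set confidence after two filtering rounds, in either direction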;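 also: slope of fluorescence scaled to starting intensity during 10 to 20 s after thallium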
Target sequence (Q9H2X9 whole entry, looked up): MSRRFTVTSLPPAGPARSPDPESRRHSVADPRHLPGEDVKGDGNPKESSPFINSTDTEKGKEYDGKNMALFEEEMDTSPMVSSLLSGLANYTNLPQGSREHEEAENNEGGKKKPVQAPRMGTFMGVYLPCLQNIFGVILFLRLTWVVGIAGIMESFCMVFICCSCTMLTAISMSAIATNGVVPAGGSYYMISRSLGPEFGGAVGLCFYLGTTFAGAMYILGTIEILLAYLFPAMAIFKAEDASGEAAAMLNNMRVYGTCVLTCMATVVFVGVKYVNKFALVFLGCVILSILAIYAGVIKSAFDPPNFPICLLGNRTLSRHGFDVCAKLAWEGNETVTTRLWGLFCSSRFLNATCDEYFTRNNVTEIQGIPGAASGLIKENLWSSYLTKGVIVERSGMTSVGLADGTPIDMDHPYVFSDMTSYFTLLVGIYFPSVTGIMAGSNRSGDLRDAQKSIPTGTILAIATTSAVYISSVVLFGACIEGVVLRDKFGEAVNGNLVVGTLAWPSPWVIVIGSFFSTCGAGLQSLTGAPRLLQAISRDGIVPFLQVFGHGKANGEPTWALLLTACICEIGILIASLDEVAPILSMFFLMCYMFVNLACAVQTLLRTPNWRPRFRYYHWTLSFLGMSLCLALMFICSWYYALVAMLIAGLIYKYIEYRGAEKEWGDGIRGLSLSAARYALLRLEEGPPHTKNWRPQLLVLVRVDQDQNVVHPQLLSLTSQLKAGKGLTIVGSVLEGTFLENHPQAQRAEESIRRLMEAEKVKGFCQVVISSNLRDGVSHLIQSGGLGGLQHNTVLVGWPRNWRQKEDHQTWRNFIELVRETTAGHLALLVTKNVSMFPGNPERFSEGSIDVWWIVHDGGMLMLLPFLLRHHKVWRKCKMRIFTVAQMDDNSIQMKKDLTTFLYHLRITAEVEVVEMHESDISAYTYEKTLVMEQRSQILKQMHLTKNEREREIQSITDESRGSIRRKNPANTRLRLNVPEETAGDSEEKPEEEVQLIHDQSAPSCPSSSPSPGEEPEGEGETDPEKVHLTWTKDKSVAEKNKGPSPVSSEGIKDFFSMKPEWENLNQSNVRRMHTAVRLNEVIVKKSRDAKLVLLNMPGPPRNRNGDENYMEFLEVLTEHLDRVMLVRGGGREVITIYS
The depositor's hits bear a star; i = inactive; . = not tested or not shown.

mol	Cl transport mod	Hck-Nef inh	Thrombin inh	TNF death inh	KLK5 inh	L929 necroptosis	Rad51 HR inh	FXIa inh 1536	FXIIa inh 1536
COc1ccc(CCNC(=O)C2CC(=O)N(c3ccc(F)cc3)C2)cc1OC (stereo not drawn)	-0.029	0	2	-0.5	-3	0.1	-4	2	14
O=C(CN1C(=O)C2CC=C(Cl)CC2C1=O)NCc1ccccc1 (stereo not drawn)	0.48	0	-7	2.4	2	0.1	5	-14	11
N#C/C(C(=O)N1CCOCC1)=C1/SC(Cc2ccccc2Cl)C(=O)N1c1ccccc1 (stereo not drawn)	1.5	0	0	0.7	4	.	.	11	10
O=C(CSc1ncn[nH]1)Nc1ccnc2ccccc12	-0.49	8	-7	0.1	-3	1.8	-3	-5	8
Cc1ccc(C)c(N2CCN(S(=O)(=O)c3ccc4c(c3)CCN4C(=O)CCC(=O)O)CC2)c1	.	2	-2	0.5	0	-0.3	-6	0	12
CN(C(=O)CSc1nnc(Cc2ccccc2F)n1N)C1CCS(=O)(=O)C1 (stereo not drawn)	0.68	2	3	-0.7	-3	-0.2	7	3	15
COCCCNC(=S)Nc1cccc(S(=O)(=O)NC2=NCCC2)c1	0.62	3	-1	-0.1	20	0.9	18	2	9
COc1ccc(OC)c(C(=O)COC(=O)CNC(=O)C2CCCCC2)c1	-0.9	-1	-2	-0.7	-4	-0.1	0	-3	12
COc1cnc(-c2ccccn2)nc1Oc1ccccc1Cl	0.089	2	0	-9.7	-29	1.4	-4	1	12
COC(=O)C1=C(C)NC(=S)NC1c1ccc(-c2cccc(Cl)c2)o1 (stereo not drawn)	-1.3	13	-11	-0.5	-19	0.7	-9	-4	-1
O=C(NN1C(=O)C2C3CCC(O3)C2C1=O)c1ccco1 (stereo not drawn)	0.32	6	-2	0.2	-12	-0.2	.	6	7
CNc1ccc(/C=C/C(=O)c2ccc(C)cc2)cc1[N+](=O)[O-]	-0.25	2	-3	1.9	-3	0.6	1	6	6
CN1C2CCC1CC(OC(=O)c1c[nH]c3ccccc13)C2 (stereo not drawn)	0.14	1	5	1.3	5	0.4	-6	4	17
Cc1ccc(-c2nnc3n2CCCCC3)cc1	0.96	4	1	-1.1	-10	-0.3	2	6	19
O=C(CCCn1c(=O)c2sccc2n(CC(=O)OCc2ccccc2)c1=O)NCc1ccco1	.	1	0	-4.5	-15	-0.5	-4	-2	1
Cc1ccc(C)c2[nH]c(=O)c(CN(Cc3ccco3)C(=S)NCC3CCCO3)cc12 (stereo not drawn)	-2.1	34	-13	2.5	0	-1.7	1	-2	6
OC1CCCN(Cc2ccccc2)C1 (stereo not drawn)	-0.81	-14	-12	0.1	-29	0.5	-4	0	-4
CCCn1c(N)c(N(C)C)c(=O)n(CC(=O)Nc2ccc(OC(F)(F)F)cc2)c1=O	-0.026	-1	0	-2.5	8	0.1	1	6	11
Cc1nn(-c2ccccc2)c2sc(-c3nnc(SCC(=O)O)o3)cc12	0.23	0	5	1.6	-40	1.2	-5	10	14
COCC(C)NC(=O)Cc1ccc(F)cc1 (stereo not drawn)	0.0055	1	2	1.4	-8	0.1	0	6	14
CCOCC(=O)Nc1nc2ccc(OC)cc2s1	.	-1	2	11	8	25	3	2	12
CCOC(=O)c1[nH]c(C)c(C(=O)N2CCN(c3ccc(OC)cc3)CC2)c1C	0.49	0	2	1.6	-13	0.3	11	-4	3
Cc1nn(-c2nnc(C)c(=O)[nH]2)c(C)c1SCC(=O)Nc1ccc(C(C)C)cc1	5.6	1	-1	-0.6	-27	0.1	-3	1	7
O=C(OC(C(=O)NCc1ccc2c(c1)OCO2)c1ccccc1F)c1ccco1 (stereo not drawn)	-1.3	-3	-10	2.2	-11	-0.3	-2	2	20
C=CCSc1nnc(CCCCCN2C(=O)c3cccc4cccc(c34)C2=O)o1	-2	6	-9	2.9	-13	0.2	9	5	10
Cc1nnc(Oc2ccccc2F)c2ccccc12	0.25	0	0	-4.1	-7	0.0	8	6	17
CCc1[nH]nc2c1C(c1ccsc1)C(C#N)=C(N)O2 (stereo not drawn)	-1	4	2	-7.3	-4	0.4	-4	10	13
Cn1cc(C(F)(F)F)nc1-c1ccc(OCC(O)CNCCOc2ccc(O)c(C(N)=O)c2)cc1 (stereo not drawn)	0.37	31	4	0.5	3	-0.7	2	4	12
O=C(CSc1ncn[nH]1)N1c2ccccc2Sc2ccccc21	.	16	-5	-7.1	-2	0.4	5	-3	5
Cc1ccc2c(c1)c1c3n2CCN=C3CCC1	-0.24	-3	-9	-0.5	10	-1.1	-1	-3	-3
Cc1ccccc1SCC(=O)Nc1cccc(C#N)c1	-0.72	-19	-7	7.5	-3	-0.5	1	3	12
CCOc1ccc2[nH]c(=O)c(CN(Cc3ccco3)C(=O)c3ccc(Br)cc3)cc2c1	-0.12	7	-2	-4.1	-18	0.3	3	3	18
COC(=O)c1sc2ccccc2c1N	0.29	6	-4	0.5	-23	3.2	3	-5	-1
CSc1ccc(/C=C/C(=O)c2ccc(NC(C)=O)cc2)cc1	.	0	-5	-12	-13	-0.3	-7	3	10
Cc1ccc(NC(=O)C2CCCN(S(=O)(=O)c3c(C)noc3/C=C/N(C)C)C2)cc1F (stereo not drawn)	0.25	-3	-1	-0.3	3	8.2	-3	9	9
CCCCN(Cc1cc2cc(OC)ccc2[nH]c1=O)C(=O)c1ccco1	0.047	-23	0	-1.3	-1	1.1	3	5	15
COc1ccccc1-n1c(C)c2c(OC)cccc(=O)c2c1C	-1.7	-3	-3	0.6	-10	0.1	-13	5	17
O=C(COC(=O)CCC1CCCC1)Nc1ccc(Cl)cc1F	0.94	1	-6	1.4	-3	1.0	-4	0	4
CCCN1C(=O)/C(=C\C=C2\N(CC)c3ccccc3C2(C)C)SC1=S	0.52	19	-2	-1.7	9	2.1	i	-5	2
COc1cc2[nH]c(=O)n(CCCC(=O)NCCc3ccccc3)c(=O)c2cc1OC	-0.5	3	0	-0.4	-14	1.8	.	-1	8
Cc1ccc(NC(=O)CSc2ccc(C(N)=O)cc2[N+](=O)[O-])cc1C	.	7	-1	0.2	11	0.0	.	2	4
CCOC(=O)C1(Cc2cccc(OC)c2)CCN(CC=C(C)C)CC1	0.19	23	-2	1.2	1	-0.6	2	-3	7
COc1cccc(NC(=O)Cn2c(=O)n(CCCC(=O)NCc3ccco3)c(=O)c3ccccc32)c1	.	0	-2	1.1	-6	0.5	1	-2	10
Cc1ccc(NC(=O)c2nc[nH]c2C(=O)N2CCN(c3ccccc3)CC2)cc1	-0.099	19	-8	3.4	-1	0.0	-4	-3	3
O=C(O)CCc1ccc(-c2ccccc2)n1CC1CCCO1 (stereo not drawn)	-0.85	20	-6	-1.0	-13	-0.5	4	-5	3
CCn1c(C(=O)N2CCc3ccccc3C2)cc2oc3ccccc3c21	-0.016	-2	-3	0.8	4	0.8	3	6	11
COc1ccc(N2C(=O)CN(Cc3ccc(OC)c(OC)c3)C2=S)cc1	0.061	-14	1	1.0	-9	0.3	-11	-5	1
O=C(CSc1nc2[nH]ncc2c(=O)[nH]1)NCc1ccccc1Cl	-0.38	3	-8	1.8	-16	0.4	5	-6	4
Cc1cc(C)cc(NC(=O)CSc2nc3c(oc4ccccc43)c(=O)n2-c2ccccc2)c1	-0.92	-1	-3	1.5	3	1.1	-4	6	8
COc1ccc(S(=O)(=O)N(C)CC(=O)NC2CCCCC2)cc1Cl	0.93	3	-1	-0.5	-10	0.1	0	1	6
COC(=O)CN1C(=S)N(c2ccc(OC)cc2)C(=O)/C1=C/c1cccs1	1	0	-4	0.4	-16	-0.1	-11	-3	7
COc1cc(NC(=O)C2CCN(S(=O)(=O)c3cnc[nH]3)CC2)cc(OC)c1OC	.	-2	-6	0.4	-14	0.7	2	-4	-9
COc1ccc(C)cc1NC(=O)CN1C(=O)c2cccc3cccc1c23	0.034	-14	2	-0.3	-13	-0.6	-3	2	13
Cc1cccc(C2NC(c3cccc(C)c3)C([N+](=O)[O-])C(C)(C)C2[N+](=O)[O-])c1 (stereo not drawn)	0.75	2	-3	2.0	1	0.9	1	-6	9
CC1Cc2ccccc2N1C(=O)COC(=O)c1cccnc1Cl (stereo not drawn)	-4*	-1	2	0.6	-9	-0.1	-5	5	11
CC(=O)Nc1ccc(NC(=O)C2CC(=O)N(Cc3ccccc3)C2)cc1 (stereo not drawn)	-0.53	45	-6	0.5	1	7.3	-4	-3	5

Continuation:
mol	Cl transport mod	Hck-Nef inh	Thrombin inh	TNF death inh	KLK5 inh	L929 necroptosis	Rad51 HR inh	FXIa inh 1536	FXIIa inh 1536
COc1ccc(N2CCN(C(=O)CC34CC5CC(CC(C5)C3)C4)CC2)c([N+](=O)[O-])c1	0.44	2	-3	2.6	-16	3.5	.	6	8
Cn1cnnc1SCC(=O)NNC(=O)c1ccc(Cl)cc1	0.18	5	-4	0.8	-11	-0.4	-53	6	9
COc1cccc(Cn2c(NCc3cccnc3)nc3c2c(=O)n(C)c(=O)n3C)c1	0.072	2	-1	-10	-1	31	-1	0	17
Cn1c(=O)[nH]c(=O)c2c1nc(Br)n2CCCCSc1nc2ccccc2o1	0.41	0	-1	-14	3	-0.1	.	6	13
O=C(Nc1ncc(Br)s1)C(Cc1ccccc1)n1cccc1 (stereo not drawn)	.	0	1	0.7	-14	-0.6	2	21	24
COc1ccc(O)c(C(=O)CC(=O)c2ccc(F)cc2)c1	23*	1	0	-10	7	3.1	-17	4	17
CC(=O)Nc1cccc(-c2nc3ccccc3c(=O)o2)c1	-2.2	3	8	-1.7	26	-0.5	5	9	10
O=C(CC(Nc1ccc(F)cc1)c1ccccc1)c1ccccc1 (stereo not drawn)	0.43	0	-5	12	6	0.4	5	-4	1

In the list so far, three have a cyano group.
mol	Cl transport mod	Hck-Nef inh	Thrombin inh	TNF death inh	KLK5 inh	L929 necroptosis	Rad51 HR inh	FXIa inh 1536	FXIIa inh 1536
N#C/C(C(=O)N1CCOCC1)=C1/SC(Cc2ccccc2Cl)C(=O)N1c1ccccc1 (stereo not drawn)	1.5	0	0	0.7	4	.	.	11	10
CCc1[nH]nc2c1C(c1ccsc1)C(C#N)=C(N)O2 (stereo not drawn)	-1	4	2	-7.3	-4	0.4	-4	10	13
Cc1ccccc1SCC(=O)Nc1cccc(C#N)c1	-0.72	-19	-7	7.5	-3	-0.5	1	3	12

Later entries.
mol	Cl transport mod	Hck-Nef inh	Thrombin inh	TNF death inh	KLK5 inh	L929 necroptosis	Rad51 HR inh	FXIa inh 1536	FXIIa inh 1536
COc1c2ccc(C(=O)NCc3cc(C(F)(F)F)cc(C(F)(F)F)c3)cc2nn1C	-0.77	0	-1	0.0	-36	-0.1	-9	-5	7
COc1ccc(Cl)c(S(=O)(=O)N2CCCC2)c1	-0.21	-7	21	0.1	68*	.	.	1	22
Cc1nc2cc(NCc3cccs3)ccc2n1C	-0.071	22	-18	1.6	-4	1.8	-2	-6	8
O=C(Nc1cccnc1Cl)c1cccc(F)c1	0.49	-1	-3	-0.8	-7	-0.3	17	-3	2

An excerpt (hit frequency here may not be typical).
